High-throughput results (PubChem BioAssay)
Tb PGK inh – qHTS Assay to Find Inhibitors of Phosphoglycerate Kinase; PGK/GAPDH coupled, Kinase-Glo luminescence, 60 min; Potency, µM (highest dose often 57.5 µM), without a hit: at the highest dose activity change, negative = inhibition, usual class: inhibitors; 380,000 tested, 0.043% active; AID 602233, 2012; further: potency means the concentration at half of the fitted maximal effect; on the % scale 0 is the no-effect control and ±100 the full control effect; nearly all actives have a fitted effect of over 60% in size
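Recombinant glycosomal PGK reaction used 1,3-bisphosphoglycerate generated in-well by GAPDH (100nM final) in 100mM TEA pH 7.6, 5mM MgCl2, 0.01% Tween-20. After 60 minutes at room temperature, ATP was read by Kinase-Glo Plus luminescence end-point.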
G9a inh – qHTS Assay for Inhibitors of Histone Lysine Methyltransferase G9a | Histone-lysine N-methyltransferase EHMT2 (Homo sapiens), Q96KQ7 | G9a H3K9 monomethylation, AlphaScreen, 2 h | Potency, µM (titrated, usually from 102 µM), for inactives: at the highest dose activity, negative = inhibition, most hits filed as inhibitors | 350,000 tested, 8.8% active | AID 504332, 2011; further: potency means the concentration at half of the fitted maximal effect; on the % scale 0 is the no-effect control and ±100 the full control effect; nearly all actives have a fitted effect of over 75% in size
Target sequence (Q96KQ7 913-1193 limits assumed): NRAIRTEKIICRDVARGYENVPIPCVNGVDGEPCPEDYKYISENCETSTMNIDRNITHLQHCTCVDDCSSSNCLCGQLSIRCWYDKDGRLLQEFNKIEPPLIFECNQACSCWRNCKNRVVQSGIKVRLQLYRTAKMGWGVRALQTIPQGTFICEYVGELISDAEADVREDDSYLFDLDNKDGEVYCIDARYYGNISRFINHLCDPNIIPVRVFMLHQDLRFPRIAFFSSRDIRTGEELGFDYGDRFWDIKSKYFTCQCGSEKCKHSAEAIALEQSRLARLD
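Quantitative HTS format: methyltransferase activity on a biotin-tagged H3K9 peptide is measured by AlphaScreen, using a rabbit anti-monomethyl-H3K9 antibody with streptavidin donor and anti-IgG acceptor beads. Final levels are 20 nM enzyme, 500 nM peptide, 20 uM SAM; 2 h RT.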
PI4K2A inh – qHTS for small molecular inhibitors of PI4K2A. AID 1346378, 2018. purified PI4K2A, ADP-Glo luminescence, 1 h; active compounds read low. activity change, negative = inhibition, % at 76.9 µM. Phosphatidylinositol 4-kinase type 2-alpha (Homo sapiens), Q9BTU6. 420,000 tested, 0.13% active; in the data active means activity change below about -50%; inconclusive means mostly about -30% to -49%;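 further: -100% = wells without enzyme as full effect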
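PI4K2A activity was measured by ADP-Glo luminescence: enzyme (4 ug/mL stock) and phosphatidylinositol (1.2 mM stock) in Tris pH 7.5/MgCl2/EGTA/Triton X-100 buffer were reacted with ATP (300 microM stock) for one hour at ambient temperature.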
HP1b chromo inh – HTS for Inhibitors of HP1-beta Chromodomain Interactions with Methylated Histone Tails; AID 540317, 2011; AlphaScreen HP1-beta / biotin-H3K9me3 peptide binding; 390,000 tested, 0.56% active; Chromobox protein homolog 1 (Homo sapiens), P83916; Potency, µM (titrated, usually from 114 µM), for inactives: at the top dose activity change, negative = inhibition, most hits filed as inhibitors; further: potency means the concentration at half of the fitted maximal effect; nearly all actives have a fitted effect of over 70% in size; inactives centre near 23
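Compound inhibition of the preformed complex between 50 nM HP1-beta and 50 nM biotinylated H3K9me3 peptide was read by AlphaScreen. Buffer was PBS pH 7.4 with 0.01% Tween-20. Incubations ran 30 min at room temperature, with 10 ug/mL donor/acceptor beads.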
Pin1 inh – qHTS Assay to Find Inhibitors of Pin1. Peptidyl-prolyl cis-trans isomerase NIMA-interacting 1 (Homo sapiens), Q13526. Pin1 FP peptide displacement, HiFluor488, 10 min. Potency, µM (series often up to 115 µM), for the others: at the highest dose activity, negative = inhibition, actives largely listed as inhibitors. 390,000 tested, 0.009% active. AID 504891, 2011; active means well fitted inhibition curve with a large enough effect in the polarisation, with a control signal flat, not every such curve was filed as active; inconclusive means small, poorly fitted or top-dose-only effect, or effect the other way, or a change in a side signal; inactive means no such curve, though single readings can be large or run the other way; the % refers to the polarisation; further: potency means the concentration at half of the fitted maximal effect; on the % scale 0 is the no-effect control and ±100 the full control effect
BAZ2B inh – qHTS Assay for Inhibitors of BAZ2B. AlphaScreen BAZ2B-H3K14Ac peptide displacement. Potency, µM (titrated, usually from 114 µM), for the others: at the top dose activity change, negative = inhibition, actives largely listed as inhibitors. 360,000 tested, 4.4% active; further: potency means the concentration at half of the fitted maximal effect; on the % scale 0 is the no-effect control and ±100 the full control effect; nearly all actives have a fitted effect of over 60% in size
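Inhibition is scored as reduced AlphaScreen emission. The BAZ2B/b-H3(5-23)K14Ac complex (50 nM each) in PBS pH 7.4, 0.01% Tween-20 meets compound (up to 110 uM) for 30 min at RT before bead addition.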
ERG-DNA inh – qHTS for Small Molecule Inhibitors of the ERG Ets/DNA interaction. fluorescence polarization, His-ERG Ets domain / labelled DNA. Potency, µM (top dose mostly 76.9 µM), without a hit: top-dose FP activity, negative = inhibition, actives largely listed as inhibitors. 370,000 tested, 0.028% active. AID 624246, 2012; active means well fitted inhibition curve with a large enough effect in the polarisation, with a control signal flat; inconclusive means small, poorly fitted or top-dose-only effect, or effect the other way, or a change in a side signal; inactive means no such curve, though single readings can be large or run the other way; the % refers to the polarisation;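 further: polarization taken with two DNA probes labelled with fluorescein and Texas red; potency means the concentration at half of the fitted maximal effect; % of control where 0% means no effect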
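His-tagged ERG Ets domain (1 uM in the protein solution; 300mM KCl, 50mM Tris-HCl, 1mM EDTA, 1mM DTT, pH 7.5) received compound, then a probe mix of 5 nM fluorescein-DNA and 100nM Texas-615-DNA. Fluorescence polarization was read for both dyes.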
JMJD2A Tudor inh – qHTS Assay for Inhibitors of JMJD2A-Tudor Domain; Potency, µM (top dose mostly 114 µM), without a hit: at the top dose activity change, negative = inhibition, usual class: inhibitors; AlphaScreen JMJD2A-Tudor / H3K4me3 peptide binding; 390,000 tested, 4.4% active; Lysine-specific demethylase 4A (Homo sapiens), O75164; further: potency means the concentration at half of the fitted maximal effect; on the % scale 0 is the no-effect control and ±100 the full control effect; nearly all actives have a fitted effect of over 50% in size
GLS inh – qHTS for Inhibitors of Glutaminase (GLS); Glutaminase kidney isoform, mitochondrial (Homo sapiens), O94925; GLS enzymatic activity, qHTS titration; Potency, µM (highest dose often 45.5 µM), without a hit: at the top dose activity change, negative = inhibition, hits mostly inhibitors; 410,000 tested, 0.21% active; AID 624170, 2012; further: potency means the concentration at half of the fitted maximal effect; on the % scale 0 is the no-effect control and ±100 the full control effect
Target sequence (O94925 whole entry, looked up, canonical isoform): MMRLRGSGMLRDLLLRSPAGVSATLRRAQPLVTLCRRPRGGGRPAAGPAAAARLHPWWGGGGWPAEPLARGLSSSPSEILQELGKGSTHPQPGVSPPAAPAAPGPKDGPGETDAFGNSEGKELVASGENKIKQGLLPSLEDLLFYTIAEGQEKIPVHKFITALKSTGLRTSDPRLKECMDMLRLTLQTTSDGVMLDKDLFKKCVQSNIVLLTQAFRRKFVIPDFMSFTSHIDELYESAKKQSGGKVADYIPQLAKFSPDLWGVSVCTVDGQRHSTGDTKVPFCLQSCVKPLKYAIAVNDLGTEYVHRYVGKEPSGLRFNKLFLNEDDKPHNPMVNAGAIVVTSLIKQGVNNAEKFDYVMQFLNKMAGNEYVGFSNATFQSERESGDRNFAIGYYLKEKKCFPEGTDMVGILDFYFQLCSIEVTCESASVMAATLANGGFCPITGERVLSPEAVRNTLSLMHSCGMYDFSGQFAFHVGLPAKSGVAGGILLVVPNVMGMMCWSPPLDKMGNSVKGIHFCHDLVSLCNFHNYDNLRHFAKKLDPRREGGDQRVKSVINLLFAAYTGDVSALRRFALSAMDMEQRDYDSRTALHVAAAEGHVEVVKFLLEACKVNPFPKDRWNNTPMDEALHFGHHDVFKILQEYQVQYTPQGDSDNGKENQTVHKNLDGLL
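Glutamate formation by hKGA was monitored fluorometrically using coupled glutamate oxidase, HRP and Amplex Red. Substrate was added as 1 mM L-glutamine solution; incubation was 30 min at RT after an initial read.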
An asterisk follows results filed as active; i = inactive; ? = inconclusive; nt = no result given; & = joins results of further samples; [ ] = another dose, or the depositor's remark. Unless noted, the call rests on the fitted dose curve; in most records, active means well fitted curve in the direction sought with a large enough effect; inconclusive means small, poorly fitted or top-dose-only effect, or another doubt; inactive means no such curve, though single readings can be large; an effect the other way counts as inactive or inconclusive.

molecule	BAZ2B inh	G9a inh	JMJD2A Tudor inh	Pin1 inh	Tb PGK inh	PI4K2A inh	HP1b chromo inh	GLS inh	ERG-DNA inh
c1ccc(-c2nnsc2-c2ccccc2)cc1	124%[activator]	154%[activator]	143%[activator]	-3%	4%	0	155%[activator]	0%	-1%
CC(C)(CNC(=O)c1ccc(S(=O)(=O)N2CCCC2)cc1)N1CCOCC1	-2%	43%	-8%	-4%	-3%	2	27%	-6%	-10%
Cn1nnc(NC(=S)NC(=O)c2cccs2)n1	?	0.79µM*	3.2µM*	5%	-8%	3	-37%	11%	-2%
Cc1nn(-c2ccccc2)c(C)c1C(=O)OCC(=O)NC12CC3CC(CC(C3)C1)C2	0%	13%[59 µM]	-17%	3%	1%	2	28%	5%	1%
Cc1cc(Nc2ccccc2F)n2nc(C)nc2n1	-6%	?	-27%	3%	5%	-4	7%	0%	-3%
COC(=O)c1c(C(=O)OC)c(-c2ccccc2)n2c1CS(=O)C2 (stereo unspecified)	5%	nt	-2%	-1%	0%	-1	10%	-1%	-8%
Cn1cc(C(=O)NCc2ccc(F)cc2)c(=O)c2cc(S(=O)(=O)N3CCCCC3)ccc21	-3%	-1%[59 µM]	0%&-10%	?	-5%&-10%	1&2	26%&19%	0%&0%	-4%&9%
CSc1nnc(C)c(/C=C/NOCc2cccc(F)c2)n1	?	22µM*	-26%	3%	0%	-4	5%	-3%	-2%
Cc1nc(-c2ccc(F)cc2)c(CC(=O)N(C)CC(=O)Nc2ccccc2Cl)s1	4%	3%[0.501 µM]	-6%	-5%	-9%	0	23%	2%	nt
CCOC(=O)c1cc(=O)n2[nH]c(-c3ccc(C)cc3)cc2n1	-25%	?	-19%	-13%	-11%	-11	28%	-6%	1%
Cc1c(N2C(=O)/C(=C\c3ccc(N(C)C)cc3)N(C)C2=S)c(=O)n(-c2ccccc2)n1C	45µM*	40µM*	?	?	-15%	-10	?	17%	?
CCOC(=O)c1c(NC(=O)c2c(C(=O)O)cccc2[N+](=O)[O-])sc(C)c1C	-7%	4%[0.501 µM]	-12%	3%	-3%	2	33%	0%	-6%
Cc1ccc(-c2noc(-c3ccno3)n2)cc1	10%	20%	15%	0%	i	0	73%[activator]	-23%	11%
Cc1ccc(-c2nnn(CC(=O)N(CC(=O)NC(C)C)c3cnc4ccccc4c3)n2)o1	1%	?	-20%	-1%	-7%	4	9%	13%	nt
Cc1cc(NC(=O)C(Cl)Cl)cc2c1OCO2	nt	nt	-3%	2%	-6%	8	11%	-16%	8%
COc1cc2cnc(-c3ccsc3)c(-c3ccc(F)cc3)c2cc1OC	-11%	11%[0.501 µM]	-15%	14%	i	5	28%	-10%	-4%
CCOc1ccc(CCNC(=O)Cc2ccc(NC3=NC4CS(=O)(=O)CC4S3)cc2)cc1 (stereo unspecified)	9%	nt	-7%	0%	-4%	-3	21%	0%	6%
CCn1c(SCC(=O)NC2CCCCC2)nnc1-c1ccccn1	?	12%	8%	-2%	1%	0	28%	2%	-7%
Cc1onc(-c2ccccc2)c1CNS(=O)(=O)c1cccc(Cl)c1	-29%	6%	-6%	-11%	-3%	0	42%[activator]	-12%	3%
N#C/C(=C\c1ccc(O)c([N+](=O)[O-])c1)c1nc2ccccc2s1	25µM*	4µM*	20µM*	-12%	-21%	-7	?	-5%	?
Cc1ccc(S(=O)(=O)N2CCCCC2)cc1NC(=O)COC(=O)C1CC2C=CC1C2 (stereo unspecified)	2%	21%	-16%	4%	-3%	3	2%	3%	7%
CCN1N=C(c2ccccc2)CCC1=O	15%	22%[0.501 µM]	-18%	-8%	-6%	0	29%	-13%	12%
COc1cccc(CNC(=O)CCc2ccc(OC)c(OC)c2)c1	?	4%	-17%	2%	2%	1	6%	3%	18%
Fc1ccc(N2N=C(c3cccs3)CC2c2ccccc2)cc1 (stereo unspecified)	199%[activator]	371%[activator]	123%[activator]	?	i	-1	178%[activator]	-6%	-1%
O=C(NCc1ccccc1)C1CC(=O)N(C2CCCCCC2)C1 (stereo unspecified)	-14%	-6%[59 µM]	-9%	-6%	3%	5	43%[activator]	0%	-8%
Cc1cc(C(=O)CSc2nn(-c3ccccc3)c(=S)s2)c(C)n1Cc1ccco1	-31%	-4%[12.7 µM]	-34%	38%[activator]	-10%	-3	-2%	-19%	7%
Cc1ccc(-c2csc(NC(=O)c3ccccc3F)c2C(=O)O)cc1	4%	6%[2.33 µM]	3%	-2%	nt	-1	68%[activator]	7%	1%
CC(C)c1ccc(S(=O)(=O)c2nnn3c2nc(N2CCN(C)CC2)c2sccc23)cc1	-34%	-3%[59 µM]	-22%	5%	-8%	-2	22%	7%	0%
O=C(COc1c(Br)cc(Br)cc1Br)N/N=C/c1ccco1	-38%	6%[0.501 µM]	-13%	18%	-7%	-3	50%[activator]	3%	10%
O=C(NC1CCN(C(=O)NCc2ccccc2)CC1)c1ccco1	nt	-10%[59 µM]	-1%	-8%	1%	2	36%	4%	-5%
CSc1ccc(/C=C/C(=O)c2ccc(O)cc2)cc1	-39%	?	?	-8%	-7%	-9	-19%	1%	-2%
O=C(Nc1ccc(Cl)cc1)OCc1cn(-c2ccc(Cl)cc2)nn1	-27%	nt	-13%	9%	-8%	5	3%	3%	0%
O=C(NCCc1ccccc1)c1ccc2nc(CCc3ccccc3)oc2c1	4%	10%[59 µM]	0%	-3%	i	-13	8%[57 µM]	-3%	2%
CC12C(=O)N(c3ccccc3C(=O)O)C(=O)C1C1C=CC2C1 (stereo unspecified)	-1%	5%	7%	1%	2%	-6	45%[activator]	12%	-2%
Cc1cc(NC(=O)C2CC(=O)N(c3ccccc3Cl)C2)no1 (stereo unspecified)	1%	17%	-12%	-6%	-2%	-5	36%	-3%	6%
O=C1CSC(c2ccccn2)N1Cc1cn2ccccc2n1 (stereo unspecified)	9%	16%	-5%	-17%	-1%	4	53%[activator]	-16%	2%
COc1ccccc1NC(=O)c1csc(-n2nc(C)cc2C(F)(F)F)n1	-6%	-38%	4%	-2%	-10%	-3	26%	nt	11%
CON(c1nc(Cl)nc(N(C)C)n1)S(=O)(=O)c1ccc(C)cc1	29%	-33%	?	-2%	-8%	8	25%	58%[activator]	13%
O=C(CSc1nc2c([nH]c3ccccc32)c(=O)n1-c1ccc(F)cc1)N1CCCCC1	-6%	10%[59 µM]	-22%	1%	-6%	-1	4%[57 µM]	-12%	0%
COc1ccccc1NC(=O)CNC(=O)c1ccc(Br)o1	14%	nt	-10%	-2%	-7%	-3	21%	5%	5%
Cc1ccc(C(=O)NC2CCS(=O)(=O)C2)cc1S(=O)(=O)N1CCCCCC1 (stereo unspecified)	4%	7%[12.7 µM]	-29%	-7%	-5%	-2	-16%	1%	1%
CCOC(CNC(=O)c1nnc(Cc2cc(OC)c(OC)c(OC)c2)o1)OCC	-16%	4%[59 µM]	-13%	-6%	-6%	3	15%	3%	11%
CS(=O)(=O)N(CCC(=O)O)Cc1ccccc1	12%	-8%	-8%	1%	-10%	-4	9%	11%	-6%
O=C(CCc1ccccc1)N=C1SC2CS(=O)(=O)CC2N1c1cccc(F)c1 (stereo unspecified)	-11%[57.1 µM]	0%	1%	-3%	i	-6	85%[activator]	3%	5%
O=C(NCc1nnc2c(C(F)(F)F)cc(Cl)cn12)c1cccs1	-6%	12%	-12%	-1%	-7%	4	39%[activator]	1%	10%
CC(=O)Nc1nnc(SCC(=O)N2CCc3ccccc32)s1	1%	8%	0%	11%	5%	-1	28%	-3%	4%
COc1ccc(-c2coc3c2c(C)cc2oc(=O)c(CC(=O)O)c(C)c23)cc1	-20%	-19%[59 µM]	-23%	-8%	-7%	1	27%	12%	3%
C=CCn1c(=NC(=O)c2ccc(S(=O)(=O)N3CCCc4ccccc43)cc2)sc2cc(S(N)(=O)=O)ccc21	-6%	4%[59 µM]	-29%	20%	-8%	-2	3%	14%	-1%
Cc1ccc(NC(=O)C(=O)NCC2OCCc3ccccc32)cc1 (stereo unspecified)	5%	10%	5%	-2%	1%	-1	34%	-5%	13%
NC(=S)NNc1ccnc2cc(Cl)ccc12	50µM*	1µM*	45µM*	0%	5%	1	?	6.3µM*	6%
CCc1noc(C)c1C(=O)Nc1ccc(S(=O)(=O)N2CCCC(C)C2)cc1 (stereo unspecified)	1%	6%[0.501 µM]	-10%	0%	0%	-1	42%[activator]	-5%	8%
O=C1c2ccc([N+](=O)[O-])cc2NC(c2ccco2)N1/N=C/c1ccco1 (stereo unspecified)	?	?	?	5%	-3%	-6	0%	13%	10%
